High-throughput results (PubChem BioAssay)
hcDAF-12 act: activates DAF-12 receptor from parasite H. contortus. activation, % at 6.8 µM. HEK293 hcDAF-12 lit1-tk-luc reporter, luminescence; 0% DMSO, 100% Δ7-dafachronic acid. 370,000 tested, 1.4% active;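 active = activation above the mean of all tested compounds plus 3 SD, cut at about 5.5% in these data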;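 also: 100% = response to 3 µM Δ7-dafachronic acid high control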
GAA850 FXN act: activators of GAA850 frataxin (FXN) promoter; 360,000 tested, 0.56% active; activation, % at 6 µM; HEK293 lucGAA850 FXN promoter luciferase reporter, 24 h; percent of 10 µM SAHA response;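 active = activation above the average of all compounds screened plus 3 SD, cutoff fixed separately per campaign, cut at about 7.5% in these data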;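 also: 0% = DMSO wells and 100% = 10 µM SAHA wells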
PLCg1 inh: PLC-gamma1 (human) inhibition, primary screen; P19174; purified PLC-gamma1, fluorogenic substrate, fluorescence; inhibition, % at 12.2 µM; 370,000 tested, 0.84% active; AID 720700; in the data active = inhibition above about 9.5%
DAX1 inh-1: inhibits human nuclear receptor DAX1 | HEK293 Gal4-DAX1 luciferase reporter, luminescence | inhibition, % at 6.75 µM | AID 504766 | 340,000 tested, 0.99% active;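 active = inhibition above the mean over all tested compounds plus 3 SD, cut at about 4.2% in these data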;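 also: 0% = DAX1-transfected cells with DMSO and 100% = empty-vector control cells with DMSO; inhibition shows as a rise in luminescence from relieved DAX1 repression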
Target sequence (P51843 207-470 limits assumed): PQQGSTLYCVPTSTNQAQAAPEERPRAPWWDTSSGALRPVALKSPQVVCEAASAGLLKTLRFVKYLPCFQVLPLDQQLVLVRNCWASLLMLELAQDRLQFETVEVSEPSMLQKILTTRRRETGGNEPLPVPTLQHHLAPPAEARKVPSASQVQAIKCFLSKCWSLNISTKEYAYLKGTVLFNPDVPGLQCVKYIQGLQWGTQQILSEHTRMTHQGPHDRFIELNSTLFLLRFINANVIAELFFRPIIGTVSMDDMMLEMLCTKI
ssDAF12 agonist: activators of S. stercoralis DAF-12 nuclear receptor; HEK293 ssDAF-12/GRIP1 lit1-tk-luc reporter, luminescence; % of 3 µM dafachronic acid response; activation, % at 6.8 µM; 370,000 tested, 1% active; AID 652126;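 active = activation above the mean over all tested compounds plus 3 SD, cut at about 0.9% in these data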;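 also: 0% = DMSO-only wells and 100% = 3 µM delta7-dafachronic acid wells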
hgDAF12 agonist: activates the H. glycines DAF-12 receptor ligand-binding domain; activation, % at 6.8 µM; HEK293 GAL4-hgDAF12 UAS-luciferase reporter, agonist luminescence; normalized to butyrate control; 370,000 tested, 1.8% active;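 active = activation above a cutoff set at the mean of all screened compounds plus 3 SD, cut at about 10% in these data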;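 also: 0% = DMSO wells and 100% = sodium butyrate wells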
DAX1 inh-2: DAX1 (NR0B1) inhibition, primary screen. AID 652010. inhibition, % at 6.8 µM. 370,000 tested, 1.1% active. HEK293T StAR-luciferase reporter, SF-1/DAX-1 repression relief;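 active = inhibition above the mean over all tested compounds plus 3 SD, cut at about 3.6% in these data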;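 also: 0% = DAX-1 cells with DMSO and 100% = cells lacking DAX-1 with DMSO; higher inhibition means more luminescence from relief of DAX-1 repression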
ADAM10 inh: inhibits human ADAM10. 370,000 tested, 0.62% active. recombinant ADAM10, EDANS/DABCYL FRET peptide cleavage, 3 h. inhibition, % at 7 µM. AID 720582. O14672;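 active = inhibition above a per-campaign cutoff equal to the mean of compounds falling between control-based bounds plus 3 SD, cut at about 20% in these data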;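 also: 0% = DMSO wells while the 100% control is not disclosed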
PLCb3 inh: inhibitors of human phospholipase C beta3 | 370,000 tested, 0.18% active | inhibition, % at 12.2 µM | Q01970 | Purified PLC-beta3, fluorogenic substrate, fluorescence; in the data active = inhibition above about 11%;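 also: 0% = median of compound wells on plate and 100% = full blocker control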
ADAM17 inh: ADAM17 inhibition, QFRET primary screen; P78536; recombinant ADAM17, EDANS/DABCYL FRET peptide cleavage; inhibition, % at 6.95 µM; 370,000 tested, 0.83% active;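 active = inhibition above the mean of compounds lying between control limits plus 3 SD, set per campaign, cut at about 8.5% in these data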;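 also: 0% = DMSO-only wells as the low control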
Target sequence (P78536 215-824 limits assumed): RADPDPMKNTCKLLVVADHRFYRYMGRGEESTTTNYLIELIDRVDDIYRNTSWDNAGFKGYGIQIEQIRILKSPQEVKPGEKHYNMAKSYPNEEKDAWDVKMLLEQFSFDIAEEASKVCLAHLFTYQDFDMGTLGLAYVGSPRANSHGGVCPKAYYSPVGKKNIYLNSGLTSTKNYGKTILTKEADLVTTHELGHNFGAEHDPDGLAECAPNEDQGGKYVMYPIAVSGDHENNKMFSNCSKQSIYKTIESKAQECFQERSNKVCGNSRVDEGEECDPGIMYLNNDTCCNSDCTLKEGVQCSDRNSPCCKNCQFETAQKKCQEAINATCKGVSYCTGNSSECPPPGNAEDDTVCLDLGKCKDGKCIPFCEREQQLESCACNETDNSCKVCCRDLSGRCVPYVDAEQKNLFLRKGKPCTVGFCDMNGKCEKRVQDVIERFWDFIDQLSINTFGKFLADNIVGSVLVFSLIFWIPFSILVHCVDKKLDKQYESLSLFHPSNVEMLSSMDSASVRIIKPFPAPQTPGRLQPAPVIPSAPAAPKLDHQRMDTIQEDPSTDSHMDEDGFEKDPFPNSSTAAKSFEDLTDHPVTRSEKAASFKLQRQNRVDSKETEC
sPLA2-III inh: Inhibits HGIII-sPLA2 liposome hydrolysis, primary screen. inhibition, % at 12.2 µM. 370,000 tested, 0.56% active. QFRET BODIPY PC-A2 liposome hydrolysis, fluorescence;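 active = inhibition above mean plus 3 SD of compounds lying within the high and low control bounds, cut at about 19% in these data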;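 also: 0% = median of test compound wells and 100% = no enzyme DMSO wells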
Active calls of the source: *; i = inactive; x = no result given.

SMILES	hcDAF-12 act	GAA850 FXN act	PLCg1 inh	DAX1 inh-1	ssDAF12 agonist	hgDAF12 agonist	DAX1 inh-2	ADAM10 inh	PLCb3 inh	ADAM17 inh	sPLA2-III inh
COc1ccc(Cn2nnnc2C(c2cc3cc(C)cc(C)c3[nH]c2=O)N2CCOCC2)cc1 (centres undefined)	-1.4	8.1*	-17	0.4	-1.5	0.6	0.4	-92	-22	-29	7
COc1ccc(C(=O)N2CCC(C(=O)Nc3ccc(OC)c(OC)c3)CC2)cc1	0.9	-1.6	-1	-1.4	-1.0	-1.5	-0.1	-6	-2	-6	0
Cc1ccc(NC(=O)CSc2nnc(-c3ccncc3)n2N)cc1C	-1.7	1.5	-2	2.0	-1.5	-1.1	0.3	6	2	1	-5
COC(=O)[C@@H](Cc1c[nH]c2ccccc12)NCc1ccc(B(O)O)cc1	3.0	1.3	-3	0.8	-0.5	2.0	0.4	-1	-4	4	-4
CCCCn1c(N)c(N(CCC(C)C)C(=O)c2ccc3c(c2)OCCO3)c(=O)[nH]c1=O	-0.9	-0.5	3	0.4	-1.2	-1.2	1.4	-4	-2	-1	6
O=C1C=CC(=Nc2ccc3c(c2)C(=O)c2ccccc2-3)O1	1.3	0.9	4	-2.6	-0.4	3.4	0.1	11	0	12*	11
CCOC(=O)C1=NOC(C(=O)NC2CCCC2)(C(=O)c2ccc(OC)cc2)C1 (centres undefined)	1.5	x	3	x	-0.2	-2.6	0.1	-1	-3	2	7
Cc1cc(-c2ccccc2)nc2oc3c(c12)NC(=O)CN(c1ccccc1)C3=O	-1.6	0.4	-1	0.5	-1.1	-1.0	-0.2	4	-7	-2	0
CN(Cc1ccccc1)C(=O)c1cccc(NC(=O)c2ccco2)c1	-1.1	-0.3	1	1.0	-0.8	-0.3	-0.8	3	2	0	5
COc1ccc2c(c1)c(C(C)=O)c(C)n2-c1ccc(C(C)=O)cc1	-1.1	-1.0	2	0.3	-1.5	-0.7	0.2	-4	-5	-5	5
CCCCCCC1(C)NC(=O)N(C(C)C(=O)Nc2ccc(N3CCOCC3)cc2)C1=O (centres undefined)	-0.7	0.8	0	-0.1	-0.3	0.7	-0.5	-8	-7	-6	8
Cc1ccc(NS(=O)(=O)c2cc(C(=O)N(C)C3CCN(C)CC3)ccc2Cl)cc1Cl	-1.8	0.3	0	-0.5	-0.9	0.0	-0.6	-17	-3	-1	-5
CCOc1ccc(S(=O)(=O)N(CC(=O)NCc2ccncc2)c2ccc(C)cc2)cc1	-0.9	-1.8	-3	0.8	-1.1	-0.1	-0.3	-5	-10	-5	-2
O=C(c1ccc(COc2c(F)c(F)c(F)c(F)c2F)o1)N1CCN(Cc2ccc3c(c2)OCO3)CC1	-2.5	4.3	0	-0.6	-1.6	0.0	-0.5	-2	-2	-2	-15
Cc1nnc(SCC(=O)NC2CCCc3c2cnn3-c2ccc(F)cc2F)o1 (centres undefined)	1.0	0.0	1	0.3	-1.1	-2.4	1.1	0	-6	2	2

In another format: entries from further up.
Values run as follows: hcDAF-12 act, GAA850 FXN act, PLCg1 inh, DAX1 inh-1, ssDAF12 agonist, hgDAF12 agonist, DAX1 inh-2, ADAM10 inh, PLCb3 inh, ADAM17 inh, sPLA2-III inh
- Cc1cc(-c2ccccc2)nc2oc3c(c12)NC(=O)CN(c1ccccc1)C3=O
→ -1.6, 0.4, -1, 0.5, -1.1, -1.0, -0.2, 4, -7, -2, 0
- CN(Cc1ccccc1)C(=O)c1cccc(NC(=O)c2ccco2)c1
→ -1.1, -0.3, 1, 1.0, -0.8, -0.3, -0.8, 3, 2, 0, 5
- COc1ccc2c(c1)c(C(C)=O)c(C)n2-c1ccc(C(C)=O)cc1
→ -1.1, -1.0, 2, 0.3, -1.5, -0.7, 0.2, -4, -5, -5, 5
- CCCCCCC1(C)NC(=O)N(C(C)C(=O)Nc2ccc(N3CCOCC3)cc2)C1=O (centres undefined)
→ -0.7, 0.8, 0, -0.1, -0.3, 0.7, -0.5, -8, -7, -6, 8
- Cc1ccc(NS(=O)(=O)c2cc(C(=O)N(C)C3CCN(C)CC3)ccc2Cl)cc1Cl
→ -1.8, 0.3, 0, -0.5, -0.9, 0.0, -0.6, -17, -3, -1, -5
- CCOc1ccc(S(=O)(=O)N(CC(=O)NCc2ccncc2)c2ccc(C)cc2)cc1
→ -0.9, -1.8, -3, 0.8, -1.1, -0.1, -0.3, -5, -10, -5, -2
- O=C(c1ccc(COc2c(F)c(F)c(F)c(F)c2F)o1)N1CCN(Cc2ccc3c(c2)OCO3)CC1
→ -2.5, 4.3, 0, -0.6, -1.6, 0.0, -0.5, -2, -2, -2, -15
- Cc1nnc(SCC(=O)NC2CCCc3c2cnn3-c2ccc(F)cc2F)o1 (centres undefined)
→ 1.0, 0.0, 1, 0.3, -1.1, -2.4, 1.1, 0, -6, 2, 2

The list continues.
SMILES	hcDAF-12 act	GAA850 FXN act	PLCg1 inh	DAX1 inh-1	ssDAF12 agonist	hgDAF12 agonist	DAX1 inh-2	ADAM10 inh	PLCb3 inh	ADAM17 inh	sPLA2-III inh
COCCNC(=O)C(c1ccc(C)o1)N(C(=O)Cn1nnc2ccccc21)c1ccccc1 (centres undefined)	-1.0	1.8	3	-0.9	-1.6	3.3	-0.3	-10	-1	-1	7
COc1ccc(OC)c(/C=N/NC(=O)CNC(=O)c2ccc(S(=O)(=O)N3CCCC3)cc2)c1	0.6	-1.3	-256	0.3	-1.0	-2.1	-0.3	i	-304	-240	-8
CCn1c(COc2ccc(C)cc2)nnc1SCc1nc2ccccc2[nH]1	-0.7	0.0	-3	-1.0	-1.7	-2.2	-1.4	-3	-9	-3	-3
CCOc1ccc(/C=N/N2C(C)CCCC2C)cc1 (centres undefined)	1.0	0.8	-1	0.4	-0.4	0.2	0.0	1	-1	-1	9
O=C(CNc1ccccc1)NN=C1CCCC1	-0.1	3.4	-1	-0.5	-1.5	3.3	0.0	2	9	7	11
CCC(C)c1ccccc1OCCCCN1CCCC1 (centres undefined)	-0.3	0.3	2	1.4	-1.1	2.8	0.0	-11	2	-3	9
CC(C)NC(=O)c1csc(COCCO)n1	-1.2	1.9	6	x	-0.5	1.6	0.5	-20	-2	-6	17
CN(CCc1ccccn1)C(=O)Cn1nc(-c2ccccc2)ccc1=O	1.9	x	-2	x	-1.1	-1.9	-0.2	-5	-2	0	13
CCOC(=O)C1(C)CCN1C(=O)c1ccccc1C (centres undefined)	-2.2	0.2	4	x	-0.5	1.8	-0.3	-12	-1	-6	14
O=C(CSc1nnc2ccccn12)c1ccccc1	1.7	3.2	0	1.9	0.2	8.6	4.1*	-13	0	2	-8
CCOc1ccc2nc(N/C(N)=N/C(=S)Nc3cccc(OC)c3)nc(C)c2c1	-0.6	0.4	-8	1.2	-1.2	-1.4	-0.3	-146	-13	-11	-1
O=C(COC(=O)COc1ccccc1Cc1ccccc1)Nc1cccnc1Cl	-1.7	-1.4	0	1.2	-1.2	-2.6	-0.1	5	1	-2	-16
Cc1ccc(C)c(NC(=S)c2nc3ccccc3s2)c1	5.8*	6.5	8	-1.8	1.0*	2.1	-0.1	-1	2	-6	15
N#Cc1c(-c2ccccc2)nc(N2CCCCCC2)[nH]c1=O	1.1	4.3	-11	-0.5	-0.3	0.8	0.0	8	-13	-2	-2
C[N+]1=C(N)N[C@@]2(C=C3CCCCC3n3c(=O)n(-c4ccccc4)c(=O)n32)C1 (some centres undefined)	-0.8	x	0	x	-0.9	-1.9	-0.6	-10	-3	-1	5
O=[N+]([O-])c1cncc2[nH]cnc12	-1.2	x	-3	x	-1.9	3.4	1.9	0	0	0	3
CC(C)Cc1ccc(CN2CCCC(NC(=O)CSc3nncn3C)C2)cc1 (centres undefined)	-2.0	-1.0	-3	0.2	-0.7	-0.8	-0.8	1	-1	-2	7
CC(NC(=O)C(=O)N/N=C/c1ccc(Cl)cc1)c1ccccc1 (centres undefined)	-1.0	-1.6	-1	2.0	-2.1	-4.3	1.1	-11	-6	-3	4
Cc1ccccc1C(=O)NC1CCN(C(=O)Nc2ccccc2Cl)CC1	-1.1	2.3	0	-1.9	-0.8	-0.1	0.0	-2	2	-3	5
O=C(N/N=C/c1cc2c(cc1[N+](=O)[O-])OCO2)c1ccccn1	2.9	4.4	-1	0.0	-0.7	4.0	0.0	-7	-5	-1	16
O=C(C[C@@H]1C/C=C\C[C@H](NC(=O)OCC2c3ccccc3-c3ccccc32)C(=O)OC[C@H]2CCCN2C1=O)N[C@H](CO)Cc1ccccc1	-1.9	-2.0	0	-0.2	-0.8	4.9	-0.9	1	3	6	-17
Cc1cc(=O)n(C(NC(=O)c2ccccc2)C(=O)c2ccccc2)cn1 (centres undefined)	0.3	-2.4	3	-1.6	-0.8	9.5	1.7	-2	-1	-2	-7
CCn1ccnc1CN1CCC(CO)(CCOc2ccccc2)CC1	0.3	0.4	-1	-0.9	-0.8	0.2	-0.3	-9	1	-4	9
CCCn1c(N)c(C(=O)CSc2nnc(Cc3ccccc3)o2)c(=O)n(C)c1=O	-2.7	-3.4	1	-3.3	-2.1	-6.5	-2.7	0	1	-1	-2
CC(C)CC(=O)Nc1nc2ccc(S(C)(=O)=O)cc2s1	0.6	1.6	2	0.4	-0.8	8.5	-0.2	4	-8	-3	12
CCN(C(=O)c1ccc(S(=O)(=O)N2CCOCC2)cc1)C1CCS(=O)(=O)C1 (centres undefined)	0.7	-0.4	1	1.3	-1.2	1.5	-0.3	-2	-3	-3	3
N#CCc1ccc(OC(=O)c2cccnc2)cc1	-0.1	-0.5	0	-1.7	0.0	0.4	-0.4	4	-4	1	-3
O=c1[nH]c(CSc2ncc(-c3ccc(F)cc3)n2Cc2ccco2)nc2ccccc12	1.2	-0.1	-2	-2.6	-1.1	1.1	-0.5	-3	0	1	-11
O=C(CCC1CCCN(c2ncccn2)C1)NCc1ccc(F)c(F)c1 (centres undefined)	-3.1	0.1	-20	0.1	-1.2	-6.2	-0.5	-45	-13	-23	11
CC(=O)OC(C)(C)C#CCN1CCCC1	-0.5	0.3	3	-0.4	-1.9	2.6	1.3	-9	-2	-3	0
O=C(N/N=C/c1ccc2c(c1)OCO2)C1COc2ccccc2O1 (centres undefined)	-0.6	1.6	0	2.3	-1.4	1.2	-0.2	-4	-1	-2	-8
COC1CC(C)NC(=S)N1 (centres undefined)	-0.5	-0.9	3	0.1	-1.3	-1.2	0.3	0	-6	-1	-1
O=C(c1cnccn1)N1CCN(c2ccccc2)CC1	1.3	1.1	-1	2.8	-1.2	-0.5	0.8	-2	1	-5	15
CCOc1ccc(N(CC(=O)OC)S(=O)(=O)c2c(C)noc2C)cc1	-0.3	-1.2	0	0.3	-2.0	-2.9	-0.4	-7	-1	-4	2
O=C(Nc1ccc(S(=O)(=O)N2CCCCC2)cc1)C1CCN(C(=O)c2ccc(F)cc2)CC1	-2.4	-1.5	1	-1.9	-1.6	-1.7	-2.4	-2	1	2	-12
COC(=O)C1=C(C)NC(=O)NC1c1ccc(N2CCC(c3ccccc3)=N2)cc1 (centres undefined)	-2.3	-0.5	i	-1.2	-0.6	-0.4	0.1	-219	i	-80	-4
CCc1ncc(CO)n1Cc1cccc2ccccc12	-3.6	1.2	1	1.1	-0.7	0.0	0.1	-11	-3	-7	11
CC(C)Oc1cc(F)ccc1-c1cc(C(=O)NCc2cccs2)[nH]n1	-2.5	-0.2	1	x	-1.5	-4.4	-0.7	-9	-2	3	5
